GRP78 ERSR act: induces the endoplasmic reticulum stress response in human glioma cells; U87-MG GRP78 promoter luciferase reporter, 16 h; Potency, µM, for inactives: at the highest dose activation, most hits filed as activators; 0.02% of 420,000 active; AID 602332; note: potency is the fitted concentration of half-maximal effect; series mostly up to about 76 µM; % of control where 0% means no effect; nearly all actives have a fitted effect of over 35% in size
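Stably transfected U87-MG human glioma cells carrying a GRP78-based luminescent sensor were seeded at 1000 cells/well, pin-dosed with compounds and incubated 16 h. Luciferase reagent was then added, and end-point luminescence was read after 10 min at room temperature.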
Vif-APOBEC3F blk: blocks the Vif interaction with APOBEC3F; HeLa A3F-eYFP + Vif (tagged APOBEC3F with the HIV-1 protein that degrades it), YFP fluorescence increase; Potency, µM (top dose mostly 46.1 µM), inactives show at the highest dose activity, negative = active; 0.2% of 390,000 active; AID 602313; note: potency is the fitted concentration of half-maximal effect; % of control where 0% means no effect; nearly all actives have a fitted effect of over 65% in size
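HeLa cells stably expressing A3F-eYFP plus Vif, plated and incubated overnight at 37 deg C, then exposed to compounds overnight at 37 deg C. Blocked degradation read as raised yellow fluorescence (Ex 488/Em 500-530).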
Vif-APOBEC3G blk: blocks the Vif interaction with human APOBEC3G; Q9HC16; HeLa A3G-eYFP + Vif (tagged APOBEC3G with the HIV-1 protein that degrades it), YFP fluorescence, overnight; Potency, µM (titrated, usually from 46.1 µM), without a hit: at the top dose activity, negative = active, actives largely listed as inhibitors; 0.076% of 410,000 active; AID 602310;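 note: potency is the fitted concentration of half-maximal effect; % is set by controls: 0 for no effect and ±100 for the full control effect; nearly all actives have a fitted effect of over 60% in size; hits raise eYFP signal because A3G escapes Vif-driven loss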
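HeLa cells stably expressing Vif and C-terminally eYFP-tagged A3G, seeded overnight at 37 deg C, then exposed to compound by pintool overnight at 37 deg C. Rise in yellow fluorescence (Ex 488/Em 500-530, Acumen) marks blocked Vif-driven A3G degradation.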
RXFP1 ag: agonists of human relaxin receptor RXFP1; Q9HBX9; Potency, µM (doses to about 57.5 µM), without a hit: at the top dose activation, usual class: activators; HEK293T-RXFP1 cAMP TR-FRET, 30 min; response scale: percent of porcine relaxin response, buffer zero; 0.3% of 370,000 active; note: potency is the fitted concentration of half-maximal effect; % is set by controls: 0 for no effect and ±100 for the full control effect; nearly all actives have a fitted effect of over 60% in size; many of its hits are not listed in these tables
Target sequence (Q9HBX9 whole entry, looked up): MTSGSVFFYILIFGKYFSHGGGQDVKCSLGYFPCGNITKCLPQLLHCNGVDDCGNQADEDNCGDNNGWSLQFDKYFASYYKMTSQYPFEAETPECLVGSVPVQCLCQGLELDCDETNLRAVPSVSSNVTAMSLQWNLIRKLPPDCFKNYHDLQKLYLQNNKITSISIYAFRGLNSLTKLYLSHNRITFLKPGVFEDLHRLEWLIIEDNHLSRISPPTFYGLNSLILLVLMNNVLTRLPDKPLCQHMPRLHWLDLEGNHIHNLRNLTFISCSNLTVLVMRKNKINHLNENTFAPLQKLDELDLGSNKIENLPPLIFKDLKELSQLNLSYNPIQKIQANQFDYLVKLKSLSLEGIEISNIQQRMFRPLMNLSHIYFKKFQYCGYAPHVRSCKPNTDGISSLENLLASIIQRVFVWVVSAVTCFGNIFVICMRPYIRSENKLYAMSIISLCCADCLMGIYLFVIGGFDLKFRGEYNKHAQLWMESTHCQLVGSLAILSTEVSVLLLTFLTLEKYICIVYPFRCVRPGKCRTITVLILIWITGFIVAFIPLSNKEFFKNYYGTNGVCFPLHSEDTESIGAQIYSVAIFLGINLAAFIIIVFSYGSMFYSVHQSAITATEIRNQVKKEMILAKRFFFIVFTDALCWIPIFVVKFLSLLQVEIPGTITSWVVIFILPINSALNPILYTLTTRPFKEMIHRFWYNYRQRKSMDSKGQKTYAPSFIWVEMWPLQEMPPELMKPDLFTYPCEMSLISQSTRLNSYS
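HEK293T cells stably expressing RXFP1 were pretreated with the PDE4 inhibitor Ro 20174, exposed to compounds for 30 min at 37C, lysed, and cAMP was read by TR-FRET. Data normalized to buffer (basal) and 29 nM porcine relaxin (100%).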
RXFP1 antagonist: blocks the human relaxin receptor RXFP1. HEK293-RXFP1, relaxin-stimulated cAMP HTRF, 30 min; hits give low values. 0.59% of 350,000 active. activity change, negative = inhibition, % at 57.5 µM. Q9HBX9;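 active = activity change of -60% or lower, but not beyond a set lower limit; inconclusive = change between -60% and -40%, or beyond the set limit; inactive = change above -40%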; note: % is set by controls: 0 for no effect and ±100 for the full control effect
D1 antagonist: human D1 dopamine receptor antagonism. HEK293 TREx D1 cells, calcium flux, dopamine EC80; hits give low values. P21728. 3.2% of 360,000 active. activity change, negative = inhibition, % at 10 µM; in the data active = activity change below about -30%; note: % is set by controls: 0 for no effect and ±100 for the full control effect
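Allosteric or orthosteric antagonism assessed as attenuation of the calcium response to EC80 dopamine, added 180 s after compound, in induced HEK293 Trex D1 cells loaded with no-wash calcium dye.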
D2 PAM: D2 dopamine receptor (human) potentiation | AID 485347 | potentiation, % at 10 µM | HEK293 T-REx D2, calcium flux, EC20 dopamine potentiation | P14416 | 0.34% of 340,000 active;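 active = potentiation over 3 SD above the plate norm, cut at about 30% in these data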; note: 0% is about no effect
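Cells plated with tetracycline inducer and held overnight at 30 C; calcium dye loaded 30–90 min at room temperature; baseline taken, compound added and read 180 s; EC20 dopamine then added and read 180 s.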
D1 PAM: enhances dopamine response at the human D1 receptor | HEK293 TREx D1 cells, calcium flux, dopamine EC20 potentiation | potentiation, % at 10 µM | 0.036% of 360,000 active; in the data active = potentiation above about 30%; note: 0% is about no effect
D1 agonist: human D1 receptor agonism. P21728. HEK293 T-REx D1 cells, calcium flux, agonist mode. activation, % at 2 µM. 1% of 360,000 active. AID 504660; in the data active = activation above about 30%; note: 0% is about no effect
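Agonism was scored from calcium flux recorded over 180 s (1 read/s) after pintool compound addition, following a 10-cycle baseline. Cells were inducible force-coupled HEK293 TREx D1, plated overnight at 30 C and loaded with no-wash calcium dye.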
Starred values were filed as active, the others as inactive; ? = inconclusive; / = no result given. Unless noted, calls come from the whole dose curve; as a rule, active = well fitted curve in the direction sought with a large enough effect; inconclusive = small, poorly fitted or top-dose-only effect, or another doubt; inactive = no such curve, though single readings can be large; an effect the other way counts as inactive or inconclusive. The list is partial; count on the stated rates, not on these rows.

The opening 5 entries, ahead of the listing:
SMILES | GRP78 ERSR act | Vif-APOBEC3F blk | Vif-APOBEC3G blk | RXFP1 ag | RXFP1 antagonist | D1 antagonist | D2 PAM | D1 PAM | D1 agonist
CCOc1ccc2nc(/N=C/c3nc(-c4ccccc4)oc3O)sc2c1 | 4% | 1% | 0% | -1.0% | -4 | 1 | -19 | -6 | 28
O=c1[nH]c(CN(CCO)CCO)nc2c1C1(CCCCC1)Cc1ccccc1-2 | -5% | 11% | 1% | 0.7% | -19 | 3 | -2 | 3 | 3
COC(=O)Cc1c(OC)ccn(CCc2c[nH]c3ccccc23)c1=O | -5% | -14% | 0% | -0.1% | -23 | -5 | 18 | -1 | 3
COc1cc(OC)cc(C(=O)NNC(=O)CCc2nc3ccccc3c(=O)[nH]2)c1 | -3% | -4% | -1% | 1.8% | -1 | 19 | -9 | / | 15
COc1cc2c(cc1OC)C(=S)NC(C)(C)C2 | -1% | 1% | ? | 4.4% | -11 | 9 | -8 | 2 | 1

Main list (from the top)
SMILES | GRP78 ERSR act | Vif-APOBEC3F blk | Vif-APOBEC3G blk | RXFP1 ag | RXFP1 antagonist | D1 antagonist | D2 PAM | D1 PAM | D1 agonist
CCOc1ccc2nc(/N=C/c3nc(-c4ccccc4)oc3O)sc2c1 | 4% | 1% | 0% | -1.0% | -4 | 1 | -19 | -6 | 28
O=c1[nH]c(CN(CCO)CCO)nc2c1C1(CCCCC1)Cc1ccccc1-2 | -5% | 11% | 1% | 0.7% | -19 | 3 | -2 | 3 | 3
COC(=O)Cc1c(OC)ccn(CCc2c[nH]c3ccccc23)c1=O | -5% | -14% | 0% | -0.1% | -23 | -5 | 18 | -1 | 3
COc1cc(OC)cc(C(=O)NNC(=O)CCc2nc3ccccc3c(=O)[nH]2)c1 | -3% | -4% | -1% | 1.8% | -1 | 19 | -9 | / | 15
COc1cc2c(cc1OC)C(=S)NC(C)(C)C2 | -1% | 1% | ? | 4.4% | -11 | 9 | -8 | 2 | 1
N#Cc1c(SCc2c(Cl)cccc2Cl)nc(N)[nH]c1=S | -1% | 1% | 3% | 0.5% | -22 | -4 | 0 | 3 | 2
CCOC(=O)N1CCN(S(=O)(=O)c2ccc(C(=O)Nc3sc4c(c3C(=O)OC)CCN(C)C4)cc2)CC1 | -18% | ? | ? | 2.5% | -5 | 24 | -7 | -8 | 6
CC(O)C1C(=O)OC2(C)CC(C)(C)NC(=S)N12 (configuration not stated) | -6% | 1% | 1% | 3.4% | 2 | -2 | 18 | 2 | 0
O=C(CN1CCN(CC(=O)Nc2ccccc2Cl)CC1)NCC1(N2CCOCC2)CCCCC1 | -2% | 5% | 7% | -0.2% | -21 | -3 | 0 | -4 | 2
C[C@H](CO)N1C[C@H](C)[C@@H](CN(C)C(=O)CN2CCOCC2)Oc2cc(Br)ccc2S1(=O)=O | -5% | 7% | 0% | / | 6 | / | / | / | /
O=C1OCCC1=COCCCCCCOC=C1CCOC1=O | -4% | -18% | 0% | / | 6 | / | / | / | /
Cc1ccc(NC(=O)/C(C#N)=C/c2cc(C)n(-c3ccc(F)cc3)c2C)cc1C | -4% | -6% | -2% | 0.7% | 1 | 3 | -1 | 0 | 1
COc1ccc(CCNC(=O)C(=O)NCC2OCCN2S(=O)(=O)c2ccccc2)cc1OC (configuration not stated) | 3% | 7% | 2% | 0.9% | 3 | -18 | -16 | -7 | 0
CN(CCc1ccccn1)C(=O)CCC1CCCN(C(=O)NC2CCCCC2)C1 (configuration not stated) | 0% | 12% | 2% | 3.3% | -11 | 5 | -9 | 13 | 5
O=C1c2ccccc2NC(c2ccccc2)N1CCCN1CCOCC1 (configuration not stated) | -3% | 0% | 1% | -0.6% | 22 | 2 | 1 | -13 | 2
O=c1nc2sc3ccccc3n2c(=O)n1-c1cccc(Cl)c1 | 9% | 3% | 0% | -0.2% | 3 | -1 | 3 | 1 | -2
Cc1ccc(NC2CC(=O)N(c3ccc(C)cc3)C2=O)cc1 (configuration not stated) | -3% | 11% | 0% | -1.6% | -11 | 1 | -17 | 1 | 0
COCCN1C(=O)c2oc3ccccc3c(=O)c2C1c1ccc(C(=O)OC)cc1 (configuration not stated) | -3% | 1% | 1% | 0.0% | 9 | -6 | 9 | 3 | -1
Nc1c(C(=O)Nc2ccc3c(c2)OCCO3)nnn1Cc1cccc(Br)c1 | 5% | ? | -3% | -1.2% | -5 | -1 | 2 | 3 | 7
O=C(Cn1cc(SCc2cccc(F)c2)c2ccccc21)N1CCOCC1 | 2% | 0% | -1% | -0.3% | -12 | -8 | 1 | -3 | 5
CC(=O)N1c2c(cc(Br)cc2S(=O)(=O)Nc2ccc(OC(F)(F)F)cc2)CC1C (configuration not stated) | 3% | 0% | -1% | 0.6% | / | -22 | 7 | -1 | 8
COc1ccc(C)cc1NC(=O)C1CCN(C(=O)Cc2ccccc2)CC1 | -4% | 17% | 0% | -2.2% | 10 | -10 | 7 | 4 | 6
CCS(=O)(=O)N1CCN(C(=O)c2cccnc2)CC1 | -3% | 3% | -1% | 1.1% | -4 | 30 | 7 | -3 | 4
COc1ccc(NC(=O)Nc2nnc(C(C)C)s2)cc1 | 1% | -8% | 2% | 0.5% | 7 | -10 | 18 | 5 | 4

The list goes on.
structure | GRP78 ERSR act | Vif-APOBEC3F blk | Vif-APOBEC3G blk | RXFP1 ag | RXFP1 antagonist | D1 antagonist | D2 PAM | D1 PAM | D1 agonist
COc1ccc(C(=O)NNC(=O)c2cccc(S(=O)(=O)N3CCOCC3)c2)cc1 | 1% | 2% | 2% | / | 1 | / | / | / | /
c1ccc2ncc(-n3cnnn3)cc2c1 | -2% | 0% | -2% | -0.5% | -4 | 23 | -6 | 0 | 5
O=C(CNC(=O)c1ccc(F)cc1)N/N=C/c1cc(Br)ccc1OCc1ccccc1 | 0% | -3% | 0% | 2.4% | -2 | 5 | -15 | -4 | 3
O=C(COC(=O)CC1SC(N2CCCC2)=NC1=O)Nc1c(F)c(F)c(F)c(F)c1F (configuration not stated) | -3% | -13% | 1% | 3.1% | 12 | 3 | -1 | -11 | 2
Cc1ccc(-n2nc3c(c2NC(=O)c2cccs2)CS(=O)(=O)C3)cc1 | 11% | -22% | 0% | -1.2% | -5 | -2 | -6 | 3 | 1
O=C(NCCN1CCOCC1)c1ccc(Cl)c(S(=O)(=O)N2CCCCCC2)c1 | 0% | 0% | 3% | -1.0% | -8 | 2 | 14 | 2 | -2
CC(CSc1n[nH]c(=S)s1)c1ccccc1 (configuration not stated) | -1% | -3% | 1% | / | ? | / | / | / | /
CN(C)S(=O)(=O)c1cccc(NC(=O)c2ccncc2)c1 | -4% | -7% | 0% | 3.1% | 3 | -22 | -9 | -2 | 6
CCCn1nnnc1NC(=O)c1cccs1 | -3% | 5% | 3% | 1.8% | -7 | 3 | -4 | -3 | 0
CCOc1ccc2ncc(S(=O)(=O)c3ccccc3)c(N3CCN(c4ccc(OC)cc4)CC3)c2c1 | -6% | -10% | -3% | 1.3% | 9 | -2 | 0 | -1 | 2
COc1ccc(-c2nc3sc(CCNC(=O)c4ccc(C(C)(C)C)cc4)c(C)n3n2)cc1 | -1% | 1% | -2% | -3.1% | / | / | 0 | 3 | 11
O=C(c1sccc1-c1ccccc1)N1CCN(S(=O)(=O)c2ccccc2)CC1 | -6% | 10% | 1% | -1.2% | -20 | 3 | 17 | -5 | 2
CC(=O)c1ccc(NC(=O)C(C)Sc2ccccn2)cc1 (configuration not stated) | 1% | 12% | 0% | 0.0% | -4 | 1 | -3 | -1 | 3
c1ccc(Cn2c(SCc3nc4ccccc4s3)nnc2-c2ccco2)cc1 | 1% | -9% | ? | 1.3% | -19 | -3 | 3 | -5 | 3
CC(=O)NC12CC3CC(C1)CC(C(=O)N1CCN(S(=O)(=O)c4ccc(C(C)C)cc4)CC1)(C3)C2 | -2% | 4% | -1% | 0.1% | -5 | 0 | -6 | -5 | 1
CC12CCC(C(=O)N(NC(=O)c3ccccc3Cl)C1=O)C2(C)C (configuration not stated) | -5% | 9% | -8% | 3.2% | 4 | 17 | 8 | -12 | 2
Cc1ccc2nc(C)c(C(=O)NN=C3CCCCCC3)n2c1 | -2% | 3% | ? | 6.9% | 5 | 8 | -4 | -5 | 1
CC(=O)N1C(=O)C2(C(C#N)=C(N)Oc3c2c(C)nn3-c2ccccc2)c2ccccc21 (configuration not stated) | -4% | 1% | -7% | 0.8% | 3 | 3 | 5 | -5 | 2
CCCn1c(SCC(=O)O)nc2ccccc21 | -4% | 3% | -1% | 1.1% | -14 | -88* | 11 | 1 | 2
O=C(COC(=O)c1cccc([N+](=O)[O-])c1)c1ccc(OCc2ccccc2)cc1 | 3% | 2% | 0% | -0.1% | 28 | 9 | 1 | 1 | 5
Cc1nn(-c2ccccc2)c(N)c1C1(O)C(=O)Nc2ccc([N+](=O)[O-])cc21 (configuration not stated) | -3% | 2% | 2% | 0.8% | 4 | -1 | 4 | -2 | 0
Cn1ncc(C#N)c1NC(=O)C1CC(c2ccc(Cl)cc2)=NO1 (configuration not stated) | -5% | 6% | 2% | 3.0% | -1 | -1 | -2 | -8 | 2
COc1ccc(CCC(=O)NCc2ccc3c(c2)CCN3C(=O)c2ccc(Cl)cc2)cc1 | -3% | -2% | 7% | 5.8% | 11 | -35* | 6 | -1 | -1

Source: PubChem BioAssay
